Compound activity from PubChem BioAssay.
A549 viability – Nrf2 qHTS screen for inhibitors: counterscreen for cytotoxicity | 390,000 compounds, 0.16% hits | AID 504648, 2011 | Potency, µM (top dose mostly 46 µM), inactives show at the top dose activity change, negative = cytotoxicity, hits mostly inhibitors | A549 ARE-Fluc cells, CellTiter-Fluor viability, 18-24 h; further: potency means the concentration at half of the fitted maximal effect; on the % scale 0 is the no-effect control and ±100 the full control effect
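Cytotoxicity counterscreen: CellTiter-Fluor fluorescence was measured in A549 ARE_Fluc cells after 18-24 h of compound exposure in a concentration series. The subsequent BugLite luminescent read reports ARE-luciferase activity.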
Mm-Cpn inhibitor – Inhibitors of TCP-1 ring complex (TRiC) of Methanococcus maripaludis (MmCpn): qHTS. purified Mm-Cpn ATPase, ADP Transcreener TR-FRET. Potency, µM (titrated, usually from 76.9 µM), for the others: at the top dose activity, negative = inhibition, actives largely listed as inhibitors. 330,000 compounds, 0.031% hits; further: potency means the concentration at half of the fitted maximal effect; on the % scale 0 is the no-effect control and ±100 the full control effect; nearly all actives have a fitted effect of over 80% in size
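TR-FRET (320 nm excitation; 590 and 665 nm emission) reports ADP made from 10 uM ATP by 25 nM enzyme; compounds were preincubated 10 min, reaction run 30 min, both at 37°C.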
CCT chaperon mod – High-Throughput Screening for Modulators of Cytosolic Chaperonin Activity | purified chaperonin ATPase assay, HTRF ADP detection, 30 min | activity change, % (no concentration beside the values), hits read low | 360,000 compounds, 0.3% hits; in the data active means activity change below about -30%; further: on the % scale 0 is the no-effect control and ±100 the full control effect
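First, chaperonin was dispensed at 40 nM or 20 nM final depending on batch activity. Next, compounds were pinned at 76 uM and ATP added at 10 uM. After 30 min at 37 °C, ADP detection reagents ran 30 min at ambient temperature.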
TGFb SMAD3 inh – qHTS for Inhibitors of TGF-b. HepG2 CAGA-GFP TGF-b/SMAD3 reporter, GFP fluorescence, 18 h; TGF-beta stimulated, 500 pg/mL final. Potency, µM (highest dose often 46.1 µM), for the others: at the top dose activity, negative = inhibition, most hits filed as inhibitors. 410,000 compounds, 1.2% hits. AID 588855, 2011; further: potency means the concentration at half of the fitted maximal effect; on the % scale 0 is the no-effect control and ±100 the full control effect; nearly all actives have a fitted effect of over 65% in size
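TGF-beta reporter screen: HEPG2 CAGA-GFP, 1% FBS, 500 pg/mL TGF-beta final, 18 h; per-cell GFP summed per well; curves fitted and categorized by class.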
Abeta yeast res – qHTS for compounds that reverse cellular toxicity of Amyloid beta (A-beta) peptide in yeast: Primary Screen; 410,000 compounds, 0.063% hits; Potency, µM (top dose mostly 46.1 µM), for inactives: at the top dose growth rescue, hits mostly activators; yeast expressing A-beta42, growth rescue, OD600, 48 h; response scale: 0% DMSO, 100% iron-clioquinol control; AID 1347071, 2019; further: potency means the concentration at half of the fitted maximal effect; nearly all actives have a fitted effect of over 55% in size
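Yeast A-beta toxicity model in growth medium with pinned compounds, 48 h at 30 C; growth read as absorbance at 600 nm. Normalized to FeCl3/clioquinol equimolar mix (positive) and DMSO (negative).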
Nrf2 block – Nrf2 qHTS screen for inhibitors | AID 504444, 2011 | Potency, µM (doses to about 46 µM), inactives show at the highest dose activity change, negative = inhibition, actives largely listed as inhibitors | 360,000 compounds, 2.1% hits | A549 ARE-Fluc reporter, luciferase luminescence, 18-24 h; further: potency means the concentration at half of the fitted maximal effect; on the % scale 0 is the no-effect control and ±100 the full control effect; nearly all actives have a fitted effect of over 60% in size
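A549 ARE_Fluc cells, 5000/well, 5% FBS OPTI-MEM; compounds in dose-response, 18-24 h at 37 °C/5% CO2; CellTiter-Fluor viability read (Ex 405/Em 525), then BugLite luciferase luminescence = Nrf2 activity.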
HepG2 viability – qHTS for Inhibitors of TGF-b: Cytotox Counterscreen | 410,000 compounds, 0.76% hits | HepG2 CAGA-GFP viability, ATP luminescence, 18 h | Potency, µM (doses to about 46.1 µM), for inactives: at the highest dose activity change, negative = cytotoxicity, most hits filed as cytotoxic; further: potency means the concentration at half of the fitted maximal effect; some results filed as inactive show a strong effect at the top dose
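CellTiter-Glo luminescence gave cytotoxicity after 18 hours at 37 degrees C. The cells were HepG2 CAGA-GFP in 1% FBS DMEM, stimulated with 500 pg/mL TGF-beta after compound addition. %Activity was normalised to no-cell wells (complete cell-killing) and DMSO (no toxicity), and curves were fitted and classified.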
Nrf2 activator – qHTS of Nrf2 Activators; AID 624171, 2012; AREc32 ARE-luciferase reporter (MCF7-derived line), luminescence, 24 h; 410,000 compounds, 0.31% hits; Potency, µM (highest dose often 46.1 µM), inactives show top-dose activation, most hits filed as activators; further: potency means the concentration at half of the fitted maximal effect; % of control where 0% means no effect; nearly all actives have a fitted effect of over 65% in size
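Luminescent ARE reporter assay in AREc32_Fluc cells: overnight plating at 37 deg C, 24 hr compound incubation, Steady-Glo added, 30 min RT before reading.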
pAkt inh – HTS Assay for Inhibitors of Akt Phophorylation: Primary Screen. 360,000 compounds, 0.32% hits. activity change, % for hits at 50 µM. Neuro2A IGF-stimulated pAkt S473 HTRF, 20 min; hits give low values; in the data active means activity change below about -80%; inconclusive means mostly about -51% to -80%; further: on the % scale 0 is the no-effect control and ±100 the full control effect
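Single-point screen (50 µM final compound) in Neuro2A cells stimulated 20 min with 6 nM IGF at 37 deg C. After lysis, Ser473-phosphorylated Akt read by HTRF (ex 330 nm, em 615/665 nm) as the 665/615 ratio.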
* hit, by the source's call; i = inactive; ? = inconclusive; . = not tested or not shown; [ ] = another dose, or the depositor's remark. Unless noted, the call rests on the fitted dose curve; in most records, active means well fitted curve in the direction sought with a large enough effect; inconclusive means small, poorly fitted or top-dose-only effect, or another doubt; inactive means no such curve, though single readings can be large; an effect the other way counts as inactive or inconclusive.

Results follow in this order: HepG2 viability	pAkt inh	TGFb SMAD3 inh	Nrf2 block	Mm-Cpn inhibitor	Nrf2 activator	A549 viability	CCT chaperon mod	Abeta yeast res
- CCCCN(C(=O)c1ccc(C)c(S(=O)(=O)N2CCOCC2)c1)c1c(N)n(CC(C)C)c(=O)[nH]c1=O
 : -45%	i	13%	1%	0%	0.3%	-3%	-1.4	-8%
- COc1ccc(S(=O)(=O)NC(C)C(=O)NCC2CCCO2)cc1OC (stereo not drawn)
 : 2%	i	-12%	1%	1%	-1.0%	-3%	1.7	-28%
- COC(=O)c1ccc(COc2ccc(-c3nnn(CC(N)=O)n3)cc2)cc1
 : -4%	i	7%	19%	1%	0.3%	3%	-1.2	3%
- CCNC(=O)CC(=O)Nc1ccccc1C(=O)O
 : 4%	i	1%	-8%	0%	0.2%	1%	-3.7	9%
- O=C(NCCO)c1ccc(CSc2nc3ccccc3[nH]2)cc1
 : 2%	i	-5%	13%	1%	0.6%	-4%	-1.6	-7%
- COC(=O)c1cc(Br)c(=O)n(Cc2ccc3c(c2)OCO3)c1
 : 13%	.	-1%	6%	-1%	0.6%	-4%	-5.8	?
- Cc1cc(C)c(C#N)c(SCC(=O)Nc2ccccc2)n1
 : -3%	i	4%	-12%	-1%	2.1%	1%	-3.7	0%
- COc1ccc(Cl)cc1NC(=O)CSc1nnc(Cn2c(=O)sc3ccccc32)n1C
 : -5%	i	0%	-9%	2%	-0.1%	6%	-1.6	0%
- O=C(Cn1c(=O)n(-c2ccccc2)c(=O)c2ccc(C(=O)NCc3ccc4c(c3)OCO4)cc21)Nc1ccc(Br)cc1
 : -25%	.	-11%	-8%	.	0.3%	-3%	.	-1%
- O=C(CN(C(=O)CCNC(=O)c1ccco1)c1ccccc1)NC1CCCC1
 : -1%	i	-24%	14%	-5%	0.1%	3%	1.3	-2%
- COC(=O)c1ccc(N2CCN(S(=O)(=O)c3ccc(Br)cc3)CC2)c([N+](=O)[O-])c1
 : 1%	i	-1%	?	0%	0.1%	-11%	-0.6	-33%[inhibitor]
- C(=C\c1ccccc1)/C=N/n1cnnc1
 : 3%	i	5%	1%	1%	4.9%	-3%	-0.5	-1%
- COc1nc(NS(=O)(=O)c2ccc(C)cc2)nc(C)c1Cl
 : -15%	i	-20%	?	0%	-0.8%	0%	-0.5	9%
- CCN(NC(=O)C(O)(c1ccc(F)cc1)c1ccc(F)cc1)C(=O)c1ccccc1
 : -1%	i	-2%	0%	0%	-0.4%	0%	-1.8	?
- CCOC(=O)N1CCN(C(=O)c2ccccc2N(Cc2ccccc2)S(=O)(=O)c2ccccc2)CC1
 : 1%	i	9%	-11%	0%	0.1%	-17%	-1.0	-10%
- O=C(NC1CC(=O)N(c2cccc(F)c2)C1)C1CCCCC1 (stereo not drawn)
 : -2%	.	0%	.	.	-0.1%	1%	.	-7%
- S=C(NCCc1ccccc1)Nc1ccccc1Cl
 : 4%	i	0%	7%	2%	2.5%	?	-0.4	6%
- O=C(Nc1ccccc1)N(C1=NCCC1)c1ccccc1
 : -3%	i	6%	25%	1%	0.3%	-1%	-0.5	-1%
- COc1ccc(OC)c(CCNC(=O)CS(=O)(=O)Cc2nc(-c3ccc(C)cc3)oc2C)c1
 : -5%	i	7%	0%	2%	-0.6%	-6%	-2.3	6%
- O=C(Cn1cc(S(=O)(=O)c2ccccc2)c(=O)c2cc3c(cc21)OCO3)Nc1ccccc1
 : -8%	.	-5%	29%	.	1.0%	8%	.	-13%
- COc1cc(OC)cc(-c2nc3nc(C)c(CCC(=O)Nc4ccc(F)cc4F)c(C)n3n2)c1
 : -25%	.	-25%	-11%	.	-0.7%	2%	.	-6%
- CC(Sc1nnc(C(C)Oc2ccccc2F)o1)C(=O)NCc1ccc2c(c1)OCO2 (stereo not drawn)
 : -2%	i	3%	-13%	-3%	-1.0%	-7%	-1.4	5%
- C#CCOc1c(Br)cc(/C=C2/C(=O)ON=C2C)cc1OC
 : -10%	i	0%	0%	1%	-0.6%	2%	0.6	28%
- Cc1ccc(NCC(O)C(O)C(O)CO)c(N=Nc2ccccc2)c1C (stereo not drawn)
 : 17%	i	0%	-23%	-7%	5.9%	?	0.8	4%
- O=C(NCc1cccc(Cl)c1)c1cccc(S(=O)(=O)N2CCCCC2)c1
 : -8%	i	-19%	3%	0%	0.8%	-3%	-0.1	7%
- C/C(=N/NC(=O)c1ccc(-c2ccccc2)cc1)c1cc(O)cc(O)c1
 : -21%	i	0%	-6%	-1%	0.0%	-2%	0.3	-14%
- Cc1cc2nc3ccc(=[N+](C)C)cc-3sc2cc1N
 : 8.9µM*	i	?	?	32µM*	-2.3%	-20%	2.6	-60%[inhibitor]
- CCC[C@H]1CC(=O)C=C(c2ccsc2)ON1C(=O)OC(C)(C)C
 : -25%	i	-20%	22%	.	15%	4%	-1.7	-2%
- CCCC(=O)Nc1nnc(/C=C/c2ccccc2)s1
 : -6%	i	-5%	4%	-2%	8.2%	5%	-0.3	14%
- Cc1cc(OCC(=O)OCC(=O)N(C)Cc2ccccc2C)ccc1Cl
 : 3%	i	-5%	9%	0%	-0.3%	0%	-2.1	-4%

2 of the compounds above, with tabs:
smiles	HepG2 viability	pAkt inh	TGFb SMAD3 inh	Nrf2 block	Mm-Cpn inhibitor	Nrf2 activator	A549 viability	CCT chaperon mod	Abeta yeast res
CC(Sc1nnc(C(C)Oc2ccccc2F)o1)C(=O)NCc1ccc2c(c1)OCO2 (stereo not drawn)	-2%	i	3%	-13%	-3%	-1.0%	-7%	-1.4	5%
C#CCOc1c(Br)cc(/C=C2/C(=O)ON=C2C)cc1OC	-10%	i	0%	0%	1%	-0.6%	2%	0.6	28%

Next records.
Results follow in this order: HepG2 viability	pAkt inh	TGFb SMAD3 inh	Nrf2 block	Mm-Cpn inhibitor	Nrf2 activator	A549 viability	CCT chaperon mod	Abeta yeast res
- C/C(=N/NC(=O)CNc1ccc(C)cc1)c1ccc(Cl)cc1
 : -1%	i	0%	14%	1%	0.6%	-3%	-2.0	0%
- COc1ccc(-c2noc(CN(C(=O)COc3cc(C)c(Br)c(C)c3)C(C)C)n2)cc1
 : -32%	.	?	?	.	-1.4%	1%	.	-6%
- O=C(CCNS(=O)(=O)c1ccc(Br)s1)NCc1ccc2c(c1)OCO2
 : 1%	i	1%	3%	0%	-1.0%	1%	1.1	10%
- Cc1nc2cc(NCc3nc4ccccc4n3Cc3ccccc3)ccc2n1C
 : -44%	i	?	?	1%	0.6%	-4%	-0.5	12%
- O=C(Nc1ccc(Cl)c(Cl)c1)N1CCSC1c1ccco1 (stereo not drawn)
 : -31%	i	?	-15%	2%	6.4%	-13%	0.1	-21%
- CC1CCCC(C)N1C(=O)COC(=O)CNC(=O)c1ccc(Cl)cc1Cl (stereo not drawn)
 : 14%	i	-12%	3%	1%	-0.5%	-13%	1.3	-3%
- CC1(C)C(C(N)=O)C(=O)NC(=O)C1C(N)=O (stereo not drawn)
 : -4%	i	1%	.	.	-0.5%	.	-1.0	-11%
- COc1cccc(NC(=O)Nc2cccc(-c3cn4cccnc4n3)c2)c1
 : -21%	.	-2%	?	.	-0.4%	-4%	.	-18%
- O=C(NCc1ccc(F)cc1)C1CCCN1C(=O)NCc1ccccc1 (stereo not drawn)
 : 4%	i	-3%	-12%	-2%	-0.3%	2%	0.7	5%
- COc1ccc(NC(=S)N(CCCN2CCOCC2)Cc2cn(C)c3ccccc23)cc1OC
 : 17%	i	1%	-23%	-2%	3.1%	-11%	1.9	-3%
- COc1ccccc1CNC(=O)c1ccccc1NS(C)(=O)=O
 : -3%	.	14%	.	-2%	-0.1%	-1%	-0.7	15%
- C(=Cc1cccnc1)c1ccncc1
 : 4%	i	-6%	-2%	.	-0.6%	-4%	-2.0	-13%

Filtered by structure: those above containing bromine (6)
Results follow in this order: HepG2 viability	pAkt inh	TGFb SMAD3 inh	Nrf2 block	Mm-Cpn inhibitor	Nrf2 activator	A549 viability	CCT chaperon mod	Abeta yeast res
- COC(=O)c1cc(Br)c(=O)n(Cc2ccc3c(c2)OCO3)c1
 : 13%	.	-1%	6%	-1%	0.6%	-4%	-5.8	?
- O=C(Cn1c(=O)n(-c2ccccc2)c(=O)c2ccc(C(=O)NCc3ccc4c(c3)OCO4)cc21)Nc1ccc(Br)cc1
 : -25%	.	-11%	-8%	.	0.3%	-3%	.	-1%
- COC(=O)c1ccc(N2CCN(S(=O)(=O)c3ccc(Br)cc3)CC2)c([N+](=O)[O-])c1
 : 1%	i	-1%	?	0%	0.1%	-11%	-0.6	-33%[inhibitor]
- C#CCOc1c(Br)cc(/C=C2/C(=O)ON=C2C)cc1OC
 : -10%	i	0%	0%	1%	-0.6%	2%	0.6	28%
- COc1ccc(-c2noc(CN(C(=O)COc3cc(C)c(Br)c(C)c3)C(C)C)n2)cc1
 : -32%	.	?	?	.	-1.4%	1%	.	-6%
- O=C(CCNS(=O)(=O)c1ccc(Br)s1)NCc1ccc2c(c1)OCO2
 : 1%	i	1%	3%	0%	-1.0%	1%	1.1	10%
